Screens: PubChem BioAssay, several laboratories
TNAP inh hi DEA: blocks human TNAP under high phosphate acceptor concentration. P05186. purified TNAP, CDP-star luminescence, 1 M DEA. inhibition, % at 20 µM. actives 0.03% (n = 200,000);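 active = over 50% inhibition of tissue-nonspecific alkaline phosphatase at 20 µM in the single-dose screen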;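 note: plate controls were DMSO wells for no effect and EDTA-quenched wells as full inhibition for full effect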
Target sequence (P05186 whole entry, looked up): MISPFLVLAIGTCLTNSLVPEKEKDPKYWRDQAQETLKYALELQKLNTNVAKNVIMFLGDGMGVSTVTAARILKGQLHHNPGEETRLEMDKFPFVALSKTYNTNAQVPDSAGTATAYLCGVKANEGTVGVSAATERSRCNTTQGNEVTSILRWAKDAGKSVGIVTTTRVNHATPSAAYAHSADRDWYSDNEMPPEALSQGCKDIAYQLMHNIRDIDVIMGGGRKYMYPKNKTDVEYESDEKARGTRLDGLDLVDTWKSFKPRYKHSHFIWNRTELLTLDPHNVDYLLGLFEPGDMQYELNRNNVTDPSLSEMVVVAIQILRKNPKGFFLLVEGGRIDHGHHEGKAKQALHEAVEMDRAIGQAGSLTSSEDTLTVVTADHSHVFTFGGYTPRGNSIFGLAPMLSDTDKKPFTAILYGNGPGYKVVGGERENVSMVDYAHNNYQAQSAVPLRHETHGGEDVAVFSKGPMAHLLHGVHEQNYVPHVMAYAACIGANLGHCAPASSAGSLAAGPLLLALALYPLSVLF
TR-FRET SRC-2 ct: counter-screen for PPARgamma SRC-2 recruitment agonists: TR-FRET artefact; hits give high values; actives 0.4% (n = 200,000); TR-FRET ratio at 8 µM; AID 1049; in the data active = TR-FRET ratio above about 2000; note: inactives centre near 1500
PPARg SRC-2 ag: PPARgamma-driven SRC-2 recruitment agonism; P37231; PPARgamma LBD-SRC-2 recruitment, biochemical; activation, % at 8 µM; actives 0.34% (n = 200,000); AID 1032; in the data active = activation above about 22%;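 note: 0% = vehicle and 100% = reference agonist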
Target sequence (P37231 whole entry, looked up, the tested form may be a part): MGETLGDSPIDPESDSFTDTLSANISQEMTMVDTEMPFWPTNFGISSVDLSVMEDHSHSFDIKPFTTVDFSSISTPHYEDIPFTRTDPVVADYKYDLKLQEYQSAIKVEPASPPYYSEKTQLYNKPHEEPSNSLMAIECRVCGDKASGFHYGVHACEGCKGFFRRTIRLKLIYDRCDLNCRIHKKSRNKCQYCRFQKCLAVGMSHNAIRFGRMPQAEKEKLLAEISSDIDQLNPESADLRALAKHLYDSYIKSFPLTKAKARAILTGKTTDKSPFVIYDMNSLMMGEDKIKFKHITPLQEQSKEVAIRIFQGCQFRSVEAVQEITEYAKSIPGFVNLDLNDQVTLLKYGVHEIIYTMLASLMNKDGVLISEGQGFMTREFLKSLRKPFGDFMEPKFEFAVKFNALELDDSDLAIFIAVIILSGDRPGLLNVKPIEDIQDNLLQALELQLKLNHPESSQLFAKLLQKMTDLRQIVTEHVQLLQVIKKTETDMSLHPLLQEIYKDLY
TNAP inh no acc: blocks human TNAP activity with no phosphate acceptor present; P05186; purified TNAP, CDP-star luminescence, 30 min; inhibition, % at 20 µM; actives 0.26% (n = 200,000); AID 1012;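 active = tissue-nonspecific alkaline phosphatase inhibition above about 50% at 20 µM in the single-dose screen, limit read from the data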;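 note: 0% = DMSO negative control and 100% = EDTA positive control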
HMGR II inh: inhibitors of class II HMG-CoA reductase from Enterococcus faecalis; purified E. faecalis HMGR, NADPH absorbance 340 nm kinetic; inhibition, % at 10 µM; actives 0.41% (n = 190,000); AID 1066;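 active = inhibition above a set limit, the median over all tested compounds plus 3 SD, cut at about 9.5% in these data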;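 note: enzyme runs in reverse so mevalonate oxidation gives rising NADPH absorbance; 0% = complete reaction with DMSO and 100% = background rate lacking mevalonate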
bIAP activator: increases bovine intestinal alkaline phosphatase activity. purified bovine IAP, CDP-star luminescence, 30 min; hits give high values; fold of DMSO-control signal, blank-subtracted. activation factor at 20 µM. actives 0.17% (n = 200,000). AID 1016;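 active = activation factor of 2 or more at 20 µM, a signal rise over negative controls twice the positive control's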
PPARg SRC-1 ag: promotes SRC-1 coactivator recruitment by human PPARgamma; activation, % at 8 µM; actives 0.41% (n = 200,000); AID 631; PPARgamma-SRC-1 coactivator recruitment biochemical assay; in the data active = activation above about 19%;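 note: 0% = DMSO and 100% = reference agonist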
PPARg SRC-3 ag: promotes SRC-3 coactivator recruitment by human PPARgamma. P37231. biochemical PPARgamma/SRC-3 coactivator recruitment assay. activation, % at 8 µM. actives 0.26% (n = 200,000); in the data active = activation above about 23%;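 note: 0% = DMSO and 100% = reference agonist; some compounds past the cut are filed as inactive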
bIAP inhibitor: intestinal alkaline phosphatase (bovine) inhibition | inhibition, % at 20 µM | 190,000 tested, under 10 active | purified bovine IAP, CDP-star luminescence, 30 min | AID 1019;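 active = over 50% inhibition of intestinal alkaline phosphatase at 20 µM in the single-dose screen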
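System: Purified bovine intestinal alkaline phosphatase (IAP) enzyme | Input: IAP diluted 1/65,000,000 in the well | Also added: CDP-star chemiluminescent phosphatase substrate, 30 µM final | Dosing: 20 µM single dose | Times: Enzyme reaction for 30 min at room temperature | Detection: Luminescence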
TNAP act hiacc: increases human TNAP activity under high phosphate acceptor concentration | P05186 | purified TNAP, CDP-star luminescence, 1 M DEA, 30 min; hits give high values; 0 = EDTA background, 1 = DMSO-only activity | activation factor at 20 µM | 200,000 tested, under 10 active | AID 1136;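 active = activation factor at least 2 at 20 µM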
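Control set: EDTA negative control, DMSO positive control / Assay system: human TNAP / Quantity: TNAP 1/800 final / Evaluation: TNAP activation factor scaled between EDTA and DMSO control wells / Measured by: luminescent substrate turnover signal / Compound dosing: one dose, 20 µM / Times: 30 min enzyme reaction at room temperature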
Active calls of the source: *.

1	CCC(Sc1nccn1C)C(=O)Nc1nnc(C)s1 (centres undefined)
2	Cc1ccc(S(=O)(=O)N2CCCCC2)cc1C(=O)Nc1ccc2cn[nH]c2c1
3	Cc1ccc(N=Nc2c(N)[nH]n3c(=O)cc(C)nc23)cc1
4	CC(=O)c1ccc(N=C2SCCCN2C(=O)C2CCCCC2)cc1
5	Cc1cccc(N(CC(=O)Nc2c(C)n(C)n(-c3ccccc3)c2=O)S(C)(=O)=O)c1C
6	Cc1cc(N2CCN(C)CC2)nc2ccc(NC(=S)N3CCN(c4ccccn4)CC3)cc12
7	CCC(=O)N1CCc2cc(S(=O)(=O)NCCC(=O)N3CC=C(c4ccccc4)CC3)ccc21
8	CC1CC(C)CN(C(=O)c2ccccc2Nc2ccc(SC(F)F)cc2)C1 (centres undefined)

compound no.,1,2,3,4,5,6,7,8
TNAP inh hi DEA,-8,-6,14,0,-2,0,0,-1
TR-FRET SRC-2 ct,1562,1452,1578,1587,1594,1557,1430,1660
PPARg SRC-2 ag,2,-3,0,-3,1,11,8,4
TNAP inh no acc,-7,-8,-30,-9,-3,8,-7,-2
HMGR II inh,-1,1,1,-1,-3,-1,-1,-4
bIAP activator,0.9,1.2,1,0.8,0.9,1.1,1,0.9
PPARg SRC-1 ag,2,5,12,2,1,-3,0,2
PPARg SRC-3 ag,10,-3,-4,7,2,5,3,0
bIAP inhibitor,9,-16,2,24,8,-6,-4,7
TNAP act hiacc,1.1,1.1,0.9,1,1,1,1,1

Sorted by the number under PPARg SRC-2 ag (low to high): 3 of the compounds above.
cpd	Molecule	PPARg SRC-2 ag
3	Cc1ccc(N=Nc2c(N)[nH]n3c(=O)cc(C)nc23)cc1	0
8	CC1CC(C)CN(C(=O)c2ccccc2Nc2ccc(SC(F)F)cc2)C1 (centres undefined)	4
7	CCC(=O)N1CCc2cc(S(=O)(=O)NCCC(=O)N3CC=C(c4ccccc4)CC3)ccc21	8

Carrying on:
9	COc1ccc(-c2nnc3ccc(SC(C(C)=O)C(C)=O)nn23)cc1OC
10	O=C(NCc1ccc(N2CCCC2=O)cc1)Nc1ccccc1
11	Cc1cc(NC(=O)c2cccc(C(=O)Nc3cc(C)on3)n2)no1
12	O=C(/C=C/c1ccc(F)cc1)NCCCN1CCN(CCCNC(=O)/C=C/c2ccc(F)cc2)CC1
13	Cc1ccc(C2NC(=O)c3c(sc4c3CCN(C)C4)N2)o1 (centres undefined)
14	O=C(COc1ccccc1CNCc1ccccc1)Nc1ccccc1
15	CCn1cnc2sc(-c3ccccc3)cc2c1=O
16	CN(C)c1ccc(P(=O)(Nc2ccccc2)N2CCOCC2)c(NC(=O)c2cccs2)c1 (centres undefined)

compound no.,9,10,11,12,13,14,15,16
TNAP inh hi DEA,-7,-6,-3,2,2,-4,-2,0
TR-FRET SRC-2 ct,1460,1529,1415,1642,1378,1513,1571,1638
PPARg SRC-2 ag,1,4,-6,4,10,6,2,3
TNAP inh no acc,-8,-15,-20,1,13,-9,-5,-4
HMGR II inh,-2,-3,-2,-4,5,-8,-2,-3
bIAP activator,1,0.9,1,1,0.8,1.9,0.9,0.9
PPARg SRC-1 ag,2,-4,0,6,8,-2,-3,7
PPARg SRC-3 ag,-4,10,-15,1,3,2,-5,-3
bIAP inhibitor,-4,10,3,1,24,-93,11,6
TNAP act hiacc,1.1,1.1,1,1,1,1,1,1

In the list so far, 2 contain fluorine:
8	CC1CC(C)CN(C(=O)c2ccccc2Nc2ccc(SC(F)F)cc2)C1 (centres undefined)
12	O=C(/C=C/c1ccc(F)cc1)NCCCN1CCN(CCCNC(=O)/C=C/c2ccc(F)cc2)CC1

compound no.,8,12
TNAP inh hi DEA,-1,2
TR-FRET SRC-2 ct,1660,1642
PPARg SRC-2 ag,4,4
TNAP inh no acc,-2,1
HMGR II inh,-4,-4
bIAP activator,0.9,1
PPARg SRC-1 ag,2,6
PPARg SRC-3 ag,0,1
bIAP inhibitor,7,1
TNAP act hiacc,1,1

(more compounds)
17	Cc1nn(CCc2nn[nH]n2)c2nc(-c3ccc(C4CCCCC4)cc3)cc(C(F)(F)F)c12
18	Fc1ccc(-c2cnc(-c3cccs3)o2)cc1
19	CC(C)SCCCOc1ccc(C(C)(C)C)cc1
20	O=C1CCC(/C=C/c2ccccc2)=NN1Cc1ccc(F)cc1
21	O=C(O)c1ccccc1-c1ccccc1C(=O)Nc1cccc(O)c1
22	Cn1c(NC(=O)c2ccc(S(=O)(=O)N3CCCCC3)cc2)cc(=O)n(C)c1=O
23	O=C(Cn1c(N2CCN(C/C=C/c3ccccc3)CC2)nc2ccccc21)c1ccccc1
24	COCC(C)n1c(SCc2ccc(OC)c(F)c2)nc2ccccc2c1=O (centres undefined)

compound no.,17,18,19,20,21,22,23,24
TNAP inh hi DEA,2,-3,-1,-4,-1,-3,0,0
TR-FRET SRC-2 ct,1630,1383,1450,1559,1672,1669,1689,1530
PPARg SRC-2 ag,10,-3,-4,-1,11,9,1,10
TNAP inh no acc,-8,-2,-8,6,-9,-6,5,6
HMGR II inh,0,-9,-10,-9,-9,1,-2,-3
bIAP activator,1.4,0.9,1,1,1.1,0.9,1.1,1
PPARg SRC-1 ag,2,4,-2,-4,0,4,7,1
PPARg SRC-3 ag,7,11,0,2,-1,1,7,2
bIAP inhibitor,-37,6,4,-1,-9,8,-15,-3
TNAP act hiacc,1,1,1,1,1,1,1,1

25	Cc1nc2cc(NC(=O)N3CCCC3)ccc2n1C
26	Cc1c(NS(=O)(=O)c2cccs2)c(=O)n(-c2ccccc2)n1C
27	Cc1cc(/C=N/n2cnnc2)c(C)n1-c1ccc(C(=O)O)cc1
28	CCn1nnnc1-c1ccc(OC)c(S(=O)(=O)N2CCCCC2)c1
29	O=C(NC(CCl)c1ccccc1)c1ccc(Cl)cc1 (centres undefined)
30	O=C1N/C(=C/c2ccco2)C(=O)N1Cc1ccccc1F
31	Cn1ncc2c(=O)n(CC(=O)NC34CC5CC(CC(C5)C3)C4)cnc21
32	O=C(COC(=O)c1cccs1)Nc1cc(S(=O)(=O)N2CCOCC2)ccc1Cl

compound no.,25,26,27,28,29,30,31,32
TNAP inh hi DEA,-1,-11,-5,-6,-2,2,-2,-3
TR-FRET SRC-2 ct,1425,1480,1524,1663,1562,1425,1775,1413
PPARg SRC-2 ag,-7,-9,0,5,2,-3,0,-16
TNAP inh no acc,-5,-14,-5,-14,-8,-17,-8,-10
HMGR II inh,-4,1,-11,0,-4,1,-4,-3
bIAP activator,1,0.9,0.7,1,0.9,1.8,0.9,1
PPARg SRC-1 ag,-9,6,0,6,-2,-4,5,-5
PPARg SRC-3 ag,-1,1,3,10,1,2,7,-3
bIAP inhibitor,2,6,30,2,9,-80,6,0
TNAP act hiacc,1,1.1,1.1,1.1,1,1,1,1

33	O=C(N/N=C/c1ccco1)c1cc([N+](=O)[O-])cc([N+](=O)[O-])c1
34	Cc1ccc(CN2C(=O)CCC2C(=O)N2CCN(c3ccccc3)CC2)cc1 (centres undefined)
35	CCOc1ccc(CCN2C(=O)CCC2(C)C(=O)NC(C)CC)cc1OCC (centres undefined)
36	C/C=C(/C(=C/C)c1ccc(O)cc1)c1ccc(O)cc1
37	Cc1cccc(NC(=O)/C(C#N)=C/c2ccc(Sc3ccccc3)o2)c1C
38	COc1ccc(C(=O)/C(=C/N(C)C)S(=O)(=O)c2ccccc2)cc1
39	CCOC(=O)c1cc(=O)c2c([N+](=O)[O-])ccc(OC)c2o1
40	COc1ccc(S(=O)(=O)Nc2ccccn2)c(C)c1C

compound no.,33,34,35,36,37,38,39,40
TNAP inh hi DEA,-3,0,1,-1,1,-6,6,-2
TR-FRET SRC-2 ct,1486,1611,1275,1304,1426,1468,1640,1566
PPARg SRC-2 ag,-2,3,0,7,0,10,1,7
TNAP inh no acc,-13,-12,-7,-5,0,-6,-10,-8
HMGR II inh,-4,2,-1,-2,-6,2,1,1
bIAP activator,1,1.3,1,0.9,1.3,0.9,1,1
PPARg SRC-1 ag,-6,10,-9,6,-2,9,-4,-3
PPARg SRC-3 ag,-2,3,7,-2,2,4,0,4
bIAP inhibitor,4,-29,-2,6,-30,6,-2,1
TNAP act hiacc,1,1,1,1,1,1.1,0.9,1

41	CCOC(=O)CCCSc1nnc(CCCCCN2C(=O)c3cccc4cccc(c34)C2=O)o1
42	CC(C)CN(C(=O)CSc1nnnn1C)C1CCS(=O)(=O)C1 (centres undefined)
43	CC(C)Oc1ccc(CSc2ncn[nH]2)cc1
44	Cc1ccccc1NC(=O)COC(=O)CCSc1ccccc1
45	CC(NC(=O)c1cccc(F)c1)C(c1cccs1)N1CCN(C)CC1 (centres undefined)
46	O=C(CCCn1c(SCC(=O)NCC2CCCO2)nc2ccccc2c1=O)NCC1CCCO1 (centres undefined)
47	CCOC(=O)c1[nH]ncc1CN1CCN(Cc2ccccc2)C(CCO)C1 (centres undefined)
48	CCOC(=O)N1CCN(C(=O)C(C)N(c2ccc(Oc3ccccc3)cc2)S(C)(=O)=O)CC1 (centres undefined)

compound no.,41,42,43,44,45,46,47,48
TNAP inh hi DEA,0,-3,-6,-1,-5,-2,-4,-6
TR-FRET SRC-2 ct,1365,1515,1417,1387,1458,1414,1522,1709
PPARg SRC-2 ag,3,-2,-7,-1,-14,8,2,-4
TNAP inh no acc,2,-3,-10,-5,-12,-4,3,-6
HMGR II inh,0,-1,-2,0,5,-2,-1,-3
bIAP activator,0.6,1.2,1.2,1.1,1.1,1,1.1,1
PPARg SRC-1 ag,1,0,4,-3,3,-4,7,2
PPARg SRC-3 ag,1,0,1,1,-10,2,3,4
bIAP inhibitor,40,-20,-22,-8,-5,-2,-11,-3
TNAP act hiacc,1,1,1.1,1,1.1,1,1,1.1

49	O=C(NC(=S)Nc1nc(-c2ccc(Br)cc2)cs1)c1ccco1
50	CCOc1ccc(C(=O)Nc2cccc(-c3nc4cccnc4o3)c2)cc1Cl
51	CC1(C)CC(CC(=O)Nc2ccc([N+](=O)[O-])cc2)C(=O)O1 (centres undefined)
52	O=C(CSc1ccccn1)Nc1ccc2c(c1)oc1ccccc12
53	Cc1ccc(C2C3=C(CCCC3=O)Nc3c2c(C)nn3-c2ccccn2)o1 (centres undefined)
54	COc1cc(/C=N/Nc2ccccc2[N+](=O)[O-])cc(OC)c1O
55	COc1ccc(NC(=O)c2cncc(Br)c2)c(S(=O)(=O)N2CCOCC2)c1
56	O=C(COc1cccc2ccccc12)NNC(=O)[C@@H]1CCCC[C@@H]1C(=O)O
57	O=C(O)CSc1cc(C(=O)c2ccccc2O)cn2c(=O)c3c(-c4ccccc4)csc3nc12
58	CCN1C(=O)NC2=C(C(=O)c3ccccc32)C1c1ccccc1F (centres undefined)
59	Cc1nc(N)sc1C(=O)N/N=C/c1c[nH]c2ccccc12

compound no.,49,50,51,52,53,54,55,56,57,58,59
TNAP inh hi DEA,8,-3,-2,2,5,32,-3,-7,5,11,-3
TR-FRET SRC-2 ct,1529,1462,1532,1554,1728,1831,1556,1461,1630,1547,1389
PPARg SRC-2 ag,-4,-6,11,-5,5,3,0,5,-5,3,3
TNAP inh no acc,8,-11,-6,-12,-3,20,0,-7,4,8,-13
HMGR II inh,-1,-4,-1,-1,5,0,11*,-1,-1,-1,-1
bIAP activator,0.8,0.9,0.9,1.1,1,1.2,1,1.2,0.9,0.9,0.9
PPARg SRC-1 ag,13,4,5,0,1,20,0,0,2,-4,-2
PPARg SRC-3 ag,0,-16,5,-2,4,5,-2,1,2,1,-1
bIAP inhibitor,22,5,6,-8,-1,-21,4,-20,5,8,12
TNAP act hiacc,0.9,1,1,1,0.9,0.7,1,1.1,1,0.9,1
